# GLP1R cytotox = cytotoxicity in counter-screen for GLP-1R inverse agonists; Potency, µM (series often up to 38.3 µM), for inactives: at the highest dose activity change, negative = inhibition, usual class: inhibitors; actives 0.13% (n = 410,000); HEK293 cAMP-luciferase reporter cells, luminescence, 24 h;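 further: loss of luciferase light is scored as toxicity; on the % scale 0 is the no-effect control and ±100 the full control effect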
#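 To flag toxic compounds, the library was rerun on cells for 24 hr at 37 deg C and 5% CO2. Viability-linked luminescence was captured 12 min after adding luciferase detection reagent.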
# HT1080 IDH1KD tx = kills HT-1080 cells with IDH1 knockdown. HT-1080 IDH1 knockdown viability, ATP luminescence, 48 h. Potency, µM (top dose mostly 46.1 µM), without a hit: top-dose activity, negative = toxicity, actives largely listed as cytotoxic. actives 2% (n = 360,000);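 further: 0% = DMSO wells and -100% = cell-free medium wells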
#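 Knockdown cells (IDH1KD HT-1080) received compounds 2 h after plating at 750 cells/well and were kept 48 h at 37 °C in 5% FBS RPMI. A CellTiter-Glo luminescence read gave % activity for curve fitting.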
# TDP-43 yeast inh = rescues yeast growth from TDP-43 toxicity. TDP-43 expressing yeast growth rescue, BacTiter-Glo, 24 h. Potency, µM (doses to about 46.1 µM), without a hit: at the highest dose growth rescue (activation), most hits filed as activators. actives 1.8% (n = 410,000). AID 652104; further: % of control where 0% means no effect; nearly all actives have a fitted effect of over 50% in size
#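 Yeast cells expressing TDP-43 under galactose induction are exposed to compounds for 24 hr at 30 deg C. BacTiter-Glo luminescence measures growth, so protective compounds score as activators.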
# GLP1R ag = agonists of human GLP-1 receptor. AID 624172. P43220. Potency, µM (top dose mostly 45.6 µM), without a hit: at the highest dose activation, actives largely listed as activators. HEK293 GLP-1R CRE-luciferase, luminescence, 4-6 h; cells express a hypersensitive GLP-1R form. actives 0.007% (n = 380,000); further: % of control where 0% means no effect
# Target sequence (P43220 whole entry, looked up): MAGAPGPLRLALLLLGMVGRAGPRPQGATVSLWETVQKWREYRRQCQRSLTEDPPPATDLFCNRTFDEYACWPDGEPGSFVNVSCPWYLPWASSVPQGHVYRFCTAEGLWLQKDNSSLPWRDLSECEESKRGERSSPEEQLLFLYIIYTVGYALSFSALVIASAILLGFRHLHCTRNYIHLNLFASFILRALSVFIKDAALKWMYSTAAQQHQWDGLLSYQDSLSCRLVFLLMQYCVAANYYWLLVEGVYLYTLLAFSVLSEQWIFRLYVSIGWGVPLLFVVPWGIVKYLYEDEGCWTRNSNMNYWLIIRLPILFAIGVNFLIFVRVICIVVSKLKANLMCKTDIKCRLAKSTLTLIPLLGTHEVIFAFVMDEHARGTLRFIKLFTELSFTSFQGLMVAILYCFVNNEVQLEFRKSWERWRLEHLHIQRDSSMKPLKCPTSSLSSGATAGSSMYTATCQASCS
# GLP1R inv ag = GLP-1 receptor (human) inverse agonism. P43220. HEK293 GLP-1R CRE-luciferase, luminescence, 24 h; GLP-1R form is constitutively active. Potency, µM (top dose mostly 38.3 µM), inactives show at the highest dose activity change, negative = inhibition, most hits filed as inhibitors. actives 1.6% (n = 410,000); further: on the % scale 0 is the no-effect control and ±100 the full control effect; nearly all actives have a fitted effect of over 55% in size
#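 Luminescence readout: a drop in cAMP-driven luciferase signal flags inverse agonism at a constitutively active GLP-1R stably expressed in HEK293. Compound exposure lasted 24 hr at 37 deg C, 5% CO2.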
# KB-3-1 tox = KB-3-1 parental cell cytotoxicity | KB-3-1 viability, CellTiter-Glo ATP luminescence, 72 h | Potency, µM (highest dose often 46.1 µM), without a hit: at the top dose activity change, negative = cytotoxic, actives largely listed as cytotoxic | actives 1.4% (n = 400,000) | AID 1347075; further: on the % scale 0 is the no-effect control and ±100 the full control effect; nearly all actives have a fitted effect of over 60% in size
#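 Luminescent ATP read-out (CellTiter-Glo) measures survival of drug-naive KB-3-1 cells after 72 h compound exposure at 37 °C. Titration series was screened from lowest to highest concentration, with DMSO vehicle plates as background controls.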
# KB-V1 cytotox = KB-V1 MDR subline cytotoxicity; AID 1347076; actives 3.4% (n = 400,000); Potency, µM (titrated, usually from 46.1 µM), for inactives: top-dose activity change, negative = cytotoxicity, actives largely listed as cytotoxic; KB-V1 MDR cells viability, CellTiter-Glo, 72 h; further: on the % scale 0 is the no-effect control and ±100 the full control effect; nearly all actives have a fitted effect of over 60% in size
#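 KB-V1 MDR subline cells in DMEM (phenol-red free, 10% FBS) exposed to compounds in qHTS concentration series for 72 h at 37 degrees C. Viability read by CellTiter-Glo luminescence; concentration-effect curves fitted after normalization and correction.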
# HT1080NT lethal = kills 2HG-producing HT-1080-NT fibrosarcoma cells | HT-1080-NT fibrosarcoma viability, CellTiter-Glo ATP luminescence, 48 h | Potency, µM (series often up to 46.1 µM), for inactives: top-dose activity, negative = less viability, most hits filed as cytotoxic | actives 1.6% (n = 360,000) | AID 686970;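 further: NT is the 2HG producing partner of a matched IDH1 knockdown line; 0% = DMSO-treated cells and -100% = media-only wells without cells; nearly all actives have a fitted effect of over 55% in size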
#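 Luminescent CellTiter-Glo readout after 48 hours of compound exposure at 37 degrees C defined viability of HT-1080-NT cells. Activity was normalized to DMSO wells and cell-free media wells; concentration-response curves were fitted and assigned curve classes.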
# SW480 rerep = inducers of DNA re-replication in SW480 colon cancer cells; Potency, µM (doses to about 46.1 µM), inactives show at the highest dose re-replication activation, hits mostly activators; actives 1.8% (n = 340,000); SW480 DNA re-replication, Hoechst DNA content imaging, 48 h; AID 624297; further: % of control where 0% means no effect; nearly all actives have a fitted effect of over 55% in size
#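 Readout is total intensity of Hoechst-stained nuclei, excited at 405 nm and collected at 500-530 nm. Compound treatment lasted 48 hr at 37 C in 5% CO2 before staining.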
# Numbers without * were called inactive; ? = inconclusive; · = no result given; & = joins results of further samples; [ ] = dose if it differs, or a comment. The call rests on the fitted dose curve; in most records, active means well fitted curve in the direction sought with a large enough effect; inconclusive means small, poorly fitted or top-dose-only effect, or another doubt; inactive means no such curve, though single readings can be large; an effect the other way counts as inactive or inconclusive. Potency means the concentration at half of the fitted maximal effect.
# Order of values – GLP1R cytotox	HT1080 IDH1KD tx	TDP-43 yeast inh	GLP1R ag	GLP1R inv ag	KB-3-1 tox	KB-V1 cytotox	HT1080NT lethal	SW480 rerep
Cc1cc(C)cc(-n2ccnc2SCC(=O)Nc2nc3ccccc3s2)c1
 : 2%	·	5%	7%	-13%	3%	-5%	·	·
Cc1ccc(S(=O)(=O)N2CCN(CC(=O)NC(=O)NCc3ccccc3)CC2)cc1C
 : 4%	10%	1%	-2%	5%	15%	-3%	11%	-1%
FC(F)(F)c1ccc(N2CCN(c3cc(-c4ccccc4)nc4ncnn34)CC2)nc1
 : -10%	0%	4%	1%	31%[activator]	-15%	?	-10%	9%
CC(C)(C)c1ccc(NC(=O)CSc2n[nH]c(=O)n2C2CC2)cc1
 : 11%	0%	-3%	21%	-19%	-13%	-4%	-6%	4%
CCn1cc(CN2CCC(n3nccc3NC(=O)Cc3ccccc3)CC2)cn1
 : 10%	5%	21%	-30%	5%	12%	-1%	4%	-3%
COc1cccc(C(=O)COC(=O)C(C)N2C(=O)C3C4C=CC(C4)C3C2=O)c1 (stereo not given)
 : 6%	9%	9%	-6%	8%	-1%	0%	5%	3%
NC(=O)c1ccc(CN2CCc3ccccc3C2)cc1
 : 7%	13%	10%	-9%	5%	17%	?	8%	-16%
COc1ccc(CCNC(=O)CS(=O)(=O)Cc2nc(-c3cccc(Cl)c3)oc2C)cc1OC
 : 4%	·	15%	0%	13%	-11%	-8%	·	·
Cn1c(=O)[nH]c(=O)c2c1nc(NCCCO)n2Cc1ccc(F)cc1
 : 1%	-1%	6%	5%	27%	2%	13%	5%	-3%
COc1ccc(CC(=O)OCC(=O)Nc2cccc(Cl)c2)cc1
 : -6%	-3%	20%	7%	-14%	6%	-1%	-2%	-2%
COc1cccc(CNC(=O)CCCn2nc(C)c3c(C)n(-c4ccc(C)cc4)nc3c2=O)c1OC
 : 3%&-3%	-3%	-13%&-16%	-1%	-33%&-15%	-11%	9%	0%	2%
CC(C)CCNCC1OCc2ccccc2CO1
 : -2%	8%	-6%	3%	-8%	-2%	-1%	6%	-1%
O=C(Nc1ccnn1C1CCN(Cc2c(F)cccc2Cl)CC1)C1CCCC1
 : -15%	3%	17%	3%	?	12%	16%	2%	-15%
O=C(C1CCN(S(=O)(=O)c2ccc(Cl)cc2)CC1)N1CCC1
 : 0%	-19%	13%	-1%	-12%	-15%	-18%	3%	-6%
CCc1ccccc1NC(=O)Cc1c(C(=O)O)[nH]c2ccc(Cl)cc12
 : 2%	·	7%	-3%	6%	-3%	11%	·	·
O=C(CCS(=O)(=O)c1ccccc1)Nc1nncs1
 : ?	?	-9%	2%	?	-8%	-1%	-25%	?
CC(=O)COC(=O)c1cccc(N2C(=O)C3C4C=CC(C4)C3C2=O)c1 (stereo not given)
 : -6%	1%	10%	-1%	14%	-9%	7%	14%	-12%
CCCCNC(=O)c1cc(-c2ccc3c(c2)OCO3)on1
 : 6%	?	-2%	5%	-20%	4%	3%	?	?
Nn1cnnc1N/N=C/c1ccc(Cl)cc1Cl
 : ?	?	-11%	-12%	?	-6%	-7%	?	-14%
COC(=O)c1c(C)[nH]c(C)c1C(C)=O
 : 0%	18%	0%	-1%	14%	-6%	-2%	24%	?
COc1cccc(CC(=O)N2CCC(CCC(=O)Nc3cccc(OC)c3)CC2)c1
 : -6%	-19%	6%	6%	-24%	16%	0%	-21%	-1%
O=C1CCNc2c(Cl)cccc21
 : 137%[activator]	18%	-21%	5%	3%	?	15%	9%	-1%
CN(CC(=O)NCCc1ccc(S(N)(=O)=O)cc1)c1ccccc1
 : -8%	10%	-18%	4%	2%	-6%	-12%	7%	2%
COc1cc(/C=N/OCC(=O)NC2CCCCC2)ccc1OCc1ccccc1
 : -1%	2%	9%	11%	?	-2%	?	3%	9%
CC(Cc1n[nH]c(=S)n1N)c1ccccc1 (stereo not given)
 : -9%	1%	14%	0%	3%	10%	30%	0%	-10%
C=C(C)CN(CC)C(=O)CC1C(=O)NCCN1Cc1c(F)cccc1Cl (stereo not given)
 : -12%	-4%	2%	-8%	6%	6%	?	3%	-7%
Cc1ccc(S(=O)(=O)CCOC(=O)CNC(=O)OCc2ccccc2)cc1
 : -13%	-16%	15%	-1%	-28%	-23%	5%	-9%	·
CCOC(=O)C(C(=O)OCC)N(C#N)c1nc(C)cc(C)n1
 : -1%	9%[9.24 µM]	-21%	1%	10%	-9%	1%	6%	1%
O=C(CSc1nnc(-c2ccccc2)o1)NC(=O)Cc1ccccc1
 : 0%	-2%	7%	0%	6%	·	·	-7%	2%
COc1ccc(CNC(=O)/C(C#N)=C/c2cccc(OC)c2OC)cc1
 : -19%	26µM*	?	3%	-33%	-21%	-16%	?	?

# 12 entries out of the list, ordered by formula weight, falling.
# Order of values – GLP1R cytotox	HT1080 IDH1KD tx	TDP-43 yeast inh	GLP1R ag	GLP1R inv ag	KB-3-1 tox	KB-V1 cytotox	HT1080NT lethal	SW480 rerep
COc1cc(/C=N/OCC(=O)NC2CCCCC2)ccc1OCc1ccccc1
 : -1%	2%	9%	11%	?	-2%	?	3%	9%
Cc1ccc(S(=O)(=O)CCOC(=O)CNC(=O)OCc2ccccc2)cc1
 : -13%	-16%	15%	-1%	-28%	-23%	5%	-9%	·
C=C(C)CN(CC)C(=O)CC1C(=O)NCCN1Cc1c(F)cccc1Cl (stereo not given)
 : -12%	-4%	2%	-8%	6%	6%	?	3%	-7%
O=C(CSc1nnc(-c2ccccc2)o1)NC(=O)Cc1ccccc1
 : 0%	-2%	7%	0%	6%	·	·	-7%	2%
COc1ccc(CNC(=O)/C(C#N)=C/c2cccc(OC)c2OC)cc1
 : -19%	26µM*	?	3%	-33%	-21%	-16%	?	?
CN(CC(=O)NCCc1ccc(S(N)(=O)=O)cc1)c1ccccc1
 : -8%	10%	-18%	4%	2%	-6%	-12%	7%	2%
CC(=O)COC(=O)c1cccc(N2C(=O)C3C4C=CC(C4)C3C2=O)c1 (stereo not given)
 : -6%	1%	10%	-1%	14%	-9%	7%	14%	-12%
CCOC(=O)C(C(=O)OCC)N(C#N)c1nc(C)cc(C)n1
 : -1%	9%[9.24 µM]	-21%	1%	10%	-9%	1%	6%	1%
CCCCNC(=O)c1cc(-c2ccc3c(c2)OCO3)on1
 : 6%	?	-2%	5%	-20%	4%	3%	?	?
Nn1cnnc1N/N=C/c1ccc(Cl)cc1Cl
 : ?	?	-11%	-12%	?	-6%	-7%	?	-14%
CC(Cc1n[nH]c(=S)n1N)c1ccccc1 (stereo not given)
 : -9%	1%	14%	0%	3%	10%	30%	0%	-10%
O=C1CCNc2c(Cl)cccc21
 : 137%[activator]	18%	-21%	5%	3%	?	15%	9%	-1%

# Further results
# Order of values – GLP1R cytotox	HT1080 IDH1KD tx	TDP-43 yeast inh	GLP1R ag	GLP1R inv ag	KB-3-1 tox	KB-V1 cytotox	HT1080NT lethal	SW480 rerep
CCCNC(=O)C1(C)CCN(C(=O)C2(c3ccc(Cl)cc3)CCCC2)C1 (stereo not given)
 : -2%	1%	?	-6%	3%	0%	-2%	11%	·
CCN(CC(=O)Nc1ccccc1OC)C(=O)C1CC2C=CC1C2 (stereo not given)
 : 2%	4%	25%	-1%	0%	3%	?	2%	2%
COc1ccc(S(=O)(=O)N2c3ccccc3OCC2C(C)(C)C)cc1 (stereo not given)
 : -2%	25%	-12%	-1%	4%	-1%	-4%	15%	1%
CN(C)c1ncnc2c1C(c1ccccc1)C(C)(C)O2 (stereo not given)
 : -2%	9%	0%	-14%	1%	-5%	18µM*	9%	-1%
COC(=O)c1sc(NC(=O)c2cc3c(s2)CCCC3)nc1C
 : 2%	6%	-8%	-7%	7%	7%	8%	-8%	16%
CC(C/C=N/NC(=O)COc1cc(Cl)ccc1Cl)c1ccccc1 (stereo not given)
 : 2%	-10%	-12%	0%	-16%	-2%	3%	-3%	1%
Cc1ccc(C)c(N(CC(=O)NCc2ccco2)C(=O)CNS(=O)(=O)c2ccc(F)cc2)c1
 : -11%	4%	-1%	9%	?	0%	18%	-10%	13%
Cn1cnnc1SCC(=O)c1ccc2c(c1)NC(=O)CO2
 : -3%	6%	15%	-5%	13%	-1%	-5%	4%[9.24 µM]	-11%
COc1ccc(S(=O)(=O)N2CCN(Cc3nc4ccc(C)cc4o3)CC2)cc1Cl
 : 21%	·	?	·	?	1%	-5%	·	·
Cc1ccc(CSc2nnc3c(n2)OC2(Nc4ccccc4-3)C(=O)Nc3ccc(F)cc32)cc1 (stereo not given)
 : -6%	?	-14%	1%	9%	8%	2%	0%	1%
CCN(c1ccccc1)S(=O)(=O)c1ccc2ccccc2c1
 : 9%	3%	3%	9%	?	-1%	-16%	-6%	4%
CCc1nn(CC(=O)NCCc2ccc(OC)cc2OC)c(=O)c2cc3occc3n12
 : -2%&1%	9%	-10%&15%	-2%	7%&18%	3%&-5%	3%&-15%	3%	-5%
COc1ccc(C(=O)NC(=S)Nc2ccccc2N2CCOCC2)cc1[N+](=O)[O-]
 : ?	-15%	6%	4%	?	?	?	-11%	-5%
CCOC(=O)CSc1nc(C)cc(=O)[nH]1
 : -8%	-3%	-1%	5%	-15%	4%	2%	7%	-5%
Cc1c(F)cccc1NS(=O)(=O)c1ccccc1C#N
 : -20%	18%	-9%	0%	-1%	9%	-10%	2%	-7%
COc1ccc(OCCC(=O)OCc2c(C)noc2C)cc1
 : -2%	0%	5%	-6%	12%	-4%	15%	-1%	-1%
COc1ccccc1C1=CC(=O)C[C@H](c2ccc(Cl)cc2)C1
 : 19%	?	?	-2%	5%	-10%	-28%	?	?
O=C(O)CCn1c(=O)[nH]c2ccccc2c1=O
 : 7%	22%	13%	-3%	0%	21%	6%	3%	-16%
